Source: PubChem BioAssay (Sanford-Burnham Center for Chemical Genomics)
H9c2 TAG inh: inhibitors of triacylglycerol accumulation. H9c2 cells, Nile Red lipid (TAG) fluorescence; cells loaded with 200 µM oleic acid. inhibition, % at 12.5 µM. 230,000 tested, 0.66% active;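 active = pattern-corrected inhibition of lipid staining of at least 50% with the nuclear-stain viability signal not falling by more than 50%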;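 also: 0% = DMSO wells and 100% = triacsin C control wells; some results filed as inactive read as strong as hits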
H9c2 TAG inh DAPI viability: also measured in H9c2 TAG inh; calls as there; DAPI nuclei signal change (viability), lower = more cytotoxic, %;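 whole-well DAPI fluorescence read on a plate reader as a viability signal; minus 50 percent equals half of cells still viable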
An asterisk follows results filed as active. The list is partial, so the mix of outcomes need not match the whole.

SMILES	H9c2 TAG inh	H9c2 TAG inh DAPI viability
CCOc1cccc2cc(-c3csc(NC(=O)CCC(=O)N4CCC(C)CC4)n3)c(=O)oc12	12	-7
COCCNC(=O)CN(C(=O)CCC(=O)Nc1nccs1)c1ccccc1OC	-3	5
Cc1c(Br)cccc1NC(=O)c1sccc1-n1cccc1	17	-5
COc1ccc(-c2csc(Nc3ccccc3)n2)cc1	-6	-5
Cc1ccc(CNC(=O)c2ccccc2NS(C)(=O)=O)cc1	9	-7
Cc1[nH]nc2c1C(CC(C)C)C(C#N)=C(N)O2 (stereo unspecified)	-5	6
COc1ccc(N2C(N)=NC(N)=NC2(C)C)cc1	-4	-2
CC(=O)Nc1ccc(NC(=O)c2ccc(-c3ccc([N+](=O)[O-])cc3)o2)cc1	3	5
C=CCn1c(-c2csc(-c3ccc(OC)c(OC)c3)n2)n[nH]c1=S	6	-4
CN(C)C(=S)Nn1c(-c2ccccc2)nc2ccccc2c1=O	-12	-6
O=C(O)CCCCCCCCc1cn(CC2CCCCC2)nn1	10	-13
c1csc(-c2ncc3ccccn23)c1	-7	4
CC(C)(C)NC(=O)CSc1nnc(-c2ccccn2)n1Cc1ccccc1	1	-5
CC1=C(C(=O)OCc2ccccc2)C(c2cccc([N+](=O)[O-])c2)NC(=O)N1CCCCCC(=O)O (stereo unspecified)	16	3
O=C(c1ccco1)N1CCN=C1SCc1c(F)cccc1Cl	-19	11
O=C(NC1CCCCCC1)c1cccc(N2CCCC2=O)c1	7	1
C[C@H](CO)N1C[C@H](C)[C@H](CN(C)Cc2cccc(F)c2)Oc2ncc(Br)cc2C1=O	2	-5
O=C(OCc1nnc(-c2ccccc2)o1)C1CCN(S(=O)(=O)c2cccs2)CC1	-20	5
CN(C)CCO[C@@H](c1ccc(Cl)cc1)c1ccccn1	7	0
Oc1ccc(C=Nc2cccc3ncccc23)c(O)c1	-3	8

Three compounds already listed, arranged by length of the SMILES, high to low:
SMILES	H9c2 TAG inh	H9c2 TAG inh DAPI viability
CCOc1cccc2cc(-c3csc(NC(=O)CCC(=O)N4CCC(C)CC4)n3)c(=O)oc12	12	-7
C=CCn1c(-c2csc(-c3ccc(OC)c(OC)c3)n2)n[nH]c1=S	6	-4
Cc1c(Br)cccc1NC(=O)c1sccc1-n1cccc1	17	-5

The results go on.
SMILES	H9c2 TAG inh	H9c2 TAG inh DAPI viability
Nc1ncnc2c1ncn2[C@@H]1O[C@H](CNCc2ccc(OCC(=O)Nc3nccs3)cc2)[C@@H](O)[C@H]1O	-8	-1
COc1ccc2c3n(nc2c1)CCN=C3c1ccc(C)cc1	21	-5
O=[N+]([O-])c1ccc2c(c1)Nc1nc3ccccc3nc1N2	17	-10
Cc1cc2ccccc2c(=O)n1CC(=O)NCC(=O)N1CCCC1	-8	1
Cc1ccc(NC(=O)CCNS(=O)(=O)c2ccccc2F)cc1S(=O)(=O)N1CCOCC1	11	-1
COc1ccc(N(Cc2cc3cc(OC)ccc3[nH]c2=O)C(=O)c2cccnc2)cc1	20	-11
CCOC(=O)c1ccc(N2C(=O)c3n[nH]c(C)c3C2c2cccnc2)cc1 (stereo unspecified)	153	-63
O=C(O)CCc1ccc(-c2cccs2)n1NC(=O)c1cccs1	5	-13
CCC[C@@H](OS(N)(=O)=O)[C@@H](Cc1ccccc1)C(=O)OCC	-20	0
CCN(CCNC(=O)c1ccc2nc(-c3ccccc3NC(C)=O)c(=O)[nH]c2c1)c1ccccc1	-3	0
COc1ccc2nc(SCC(=O)N3CCCCCC3)c(C#N)cc2c1	15	12
C=CCn1c(COc2ccccc2)nnc1SCC(=O)Nc1ccc(S(N)(=O)=O)cc1	4	-6
Cc1ccc2cc(CCNC(=O)CC(C)C)c(=O)[nH]c2c1	12	-11
O=C(CSc1nnc(NCc2ccccc2)s1)c1ccco1	-42	11
CC(C)C[C@H](NC(=O)c1nc[nH]c1C(=O)N1CCN(C(=O)OC(C)(C)C)CC1)C(=O)OC(C)(C)C	-6	-4
CCc1ccc(Nc2nnc(SCC(=O)Nc3ccc(C(=O)O)cc3)s2)cc1	6	2
CCOC(=O)CSCC(NC(=O)OC(C)(C)C)C(=O)OCC (stereo unspecified)	21	-12
CC(=O)Nc1ccc(SCC(=O)Nc2ccccc2N2CCOCC2)cc1	0	6
CC1=NN(c2ccc(Cl)c(C(=O)O)c2)C(=O)/C1=C\c1ccc(-c2ccc(C(=O)O)cc2)o1	3	3
O=C(N/N=C/C(c1ccccc1)c1ccccc1)c1ccccc1F	-6	10
CS(=O)(=O)N(Cc1ccc(C(=O)N2CCc3ccccc3C2)cc1)c1ccccc1	-2	-2
N#Cc1ccccc1S(=O)(=O)N1CCN(C(=O)Cc2n[nH]c(=O)c3ccccc23)CC1	-3	3
CC(=O)N(CCOc1ccccc1)CCOc1ccccc1	-10	10
Cc1cccc(-c2nc(CCNC(=O)c3ccco3)cs2)c1	-3	-7
C#CCNC(=O)c1ccc2sc([C@H]3C[C@H](O)[C@@H](CO)O3)nc2c1	-6	-5
CNc1cccnc1C=NNC(N)=S	40	-37
CC1(C)CC(=O)C2=C(C1)Nc1ccccc1NC2c1cccs1 (stereo unspecified)	-7	2
C=CC(=O)Nc1cccc(CN2C(=O)N(c3cc(OC)cc(OC)c3)Cc3cnc(NCCCCN(CC)CC)nc32)c1	8	6
O=C(CBr)N1CCc2ccccc2C(c2ccccc2)C1 (stereo unspecified)	9	-6
CC(C)Cn1c(-c2cccs2)nc2ccccc21	-5	0
CC(C)(NC(=O)N1CCOCC1)c1cccc(C(C)(C)NC(=O)N2CCOCC2)c1	-2	4
COc1ccc2c(c1)N(C)/C(=C1/SC(=NCc3ccccc3)N(c3ccccc3)C1=O)S2	-15	-2
N=C1/C(=C\c2coc3ccc(O)cc3c2=O)C(=O)N=C2SC=CN12	7	-2
O=S(=O)(c1ccc(-c2ccccc2)cc1)N1CCCCC1	1	-5
COc1ccc(S(=O)(=O)N2CCCC(C(=O)NCc3ccc4c(c3)OCO4)C2)cc1 (stereo unspecified)	-15	3
CCOC(=O)C1=C(C)N(C[C@@H]2CC[C@@H](Cc3ccc(-c4ccccc4)cc3)O2)C(=O)NC1c1cccc([N+](=O)[O-])c1 (stereo partly specified)	28	-17
O=C(c1cccnc1Nc1ccccc1F)N1CCOCC1	10	6
CCOC(=O)C1CCCN(C(=O)c2csc(-c3ccc4c(c3)CCO4)n2)C1 (stereo unspecified)	-5	2
CCCCCCCC1(C)NC(=O)NC1=O (stereo unspecified)	-4	0
Cc1ccc(S(=O)(=O)/N=C2/NC(=O)/C(=C\c3ccccc3)S2)cc1	-12	11
N#CCCn1nc(-c2ccccc2)cc1Nc1ccccc1NC(=O)c1cccs1	6	-5
CC1=Nc2ccc(C)cc2N(Cc2ccccc2)C(=O)C1	-13	1
CCN(CC)CCN=CC1=C(O)CNC1=O	-16	9
CC1(C)CC(=O)/C(=C(\O)CCCN2C(=O)c3ccccc3C2=O)C(=NCC(=O)O)C1	1	-12
COC(=O)CN(c1ccc(F)cc1)S(=O)(=O)c1ccccc1	-20	11
O=C1CC2(CCCC2)Oc2ccc(F)cc21	-5	-6
O=C(NCc1ccc(Cl)cc1)c1ccc(COCC(F)(F)F)o1	6	-3
CC(CNC(=O)Cn1ccc(NC(=O)OCc2ccccc2)nc1=O)c1ccccc1 (stereo unspecified)	-18	-7
COc1cccc(-c2nn3c(-c4cc(C)[nH]n4)nnc3s2)c1	1	6
C[C@H](CO)N1C[C@H](C)[C@H](CN(C)C(=O)Nc2ccc(F)cc2)Oc2ccc(NC(=O)NC3CCCCC3)cc2CC1=O	-8	-1
Cc1cccc(C(=O)NCC(=O)NCC(c2ccco2)N2CCCCC2)c1 (stereo unspecified)	10	-1
COC(=O)Cn1c2ccccc2c2nc(=O)cc(C)n21	-9	7
CC1C(=O)N(Cc2cn(CCC3OCCO3)nn2)CCS(=O)(=O)N1Cc1ccc(-c2ccccc2)cc1 (stereo unspecified)	-2	0
Cc1ccc(C)c(C(=O)NCc2ccncc2)c1	15	-10
CC(=O)c1cccc(OCC(=O)NC2CCCCCC2)c1	6	3
COc1ccc(-c2cc(C(=O)Nc3cccnc3)c3ccccc3n2)cc1OC	32	-3
COc1cc(C(=O)N2CCN(c3ccc(C)cc3C)CC2)cc(OC)c1OC	37	-45
COCCNC(=O)CC(NS(=O)(=O)c1ccc(NC(C)=O)cc1)C(C)C (stereo unspecified)	-19	4
COCCN1CCC(CNCc2cn[nH]c2-c2ccc(C)c(C)c2)C1 (stereo unspecified)	5	5
COc1ccc([N+](=O)[O-])cc1NC(=O)COC(=O)C1CC1	5	-3

Further structures:
SMILES	H9c2 TAG inh	H9c2 TAG inh DAPI viability
Cc1ccc(NC(=S)N(CCCN2CCOCC2)Cc2ccco2)cc1C	4	1
O=C(C1CCCC1)N1CCCC(Nc2ccccc2)C1 (stereo unspecified)	-36	1
CC(=O)c1sc2nc(SCC(=O)NCCc3ccccc3)[nH]c(=O)c2c1C	-4	-6
CCOc1cc(C2C(C(=O)c3ccc(C)cc3)=C(C(=O)OC)Nc3nnnn32)ccc1O (stereo unspecified)	6	-9
CN(C)S(=O)(=O)N1CCCC(C(=O)c2ccc(-c3ccccc3)cc2)C1 (stereo unspecified)	6	-1
O=C(N=Nc1c(O)[nH]c2ccc(Br)cc12)c1ccco1	11	5
Cc1ccn2cc(CC(=O)O)nc2c1	-11	2
Cc1ccc(S(=O)(=O)N2[C@@H](c3ccc(Cl)cc3)C(C(=O)O)=CC[C@H]2c2ccc3c(c2)OCO3)cc1	-2	-3
Cc1ccccc1NC(=O)c1ccc2c(c1)N(C)CCS2	6	-4
COC(=O)C1=C(C)N(c2ccc(F)c(Cl)c2)C(=O)C1	20	12
Cc1cccn2c(=O)c(/C=C(\C#N)C(=O)NC3CCS(=O)(=O)C3)c(N3CCC(C(N)=O)CC3)nc12 (stereo unspecified)	-3	51
CCN(CC)C(=O)c1scc2c1OCCO2	-13	2
COc1ccc(C2CC(c3ccncc3)=NN2c2ccc(S(N)(=O)=O)cc2)cc1 (stereo unspecified)	3	61
COc1cc(NC(=O)c2ccccc2Cl)ccc1NC(=O)c1cccs1	4	-5
O=C(Cn1ccc([N+](=O)[O-])n1)Nc1nc2ccccc2s1	8	-11
CCOc1ccc(CCNC(=O)c2ccc(N3CCCC3=O)cc2)cc1OCC	29	6
Oc1[nH]c2ccccc2c1C1=NCCCC1	-2	0
Cc1c(NC(=O)COC(=O)c2cc(-c3ccc(-c4ccccc4)cc3)nc3ccccc23)c(=O)n(-c2ccccc2)n1C	-3	16
C[C@H](CO)N1C[C@H](C)[C@@H](CN(C)S(=O)(=O)c2ccc(F)cc2)Oc2ccc(NC(=O)Nc3ccccc3)cc2C1=O	26	2
CCOC(=O)N1CCC(NCCNC(=O)c2ccco2)CC1	0	-8
COc1ccc(NC(=O)C2(C)Cc3c(-c4ccc5c(c4)OCO5)ccnc3O2)cn1 (stereo unspecified)	52*	-42*
COc1ccccc1Nc1nccc(N(C)C)c1C#N	-3	6
O=C(Nc1cccc(Br)c1)c1ccc2snnc2c1	-3	-2
CCN1CCN(c2ccc(S(=O)(=O)N3CCCCC3)cc2NC(=O)COc2ccccc2)CC1	-1	0
C/C(=N\NC(=O)c1ccccc1O)c1cccs1	-23	-14
Cc1cc(C)c(NC(=O)Cn2c(=O)n(Cc3ccco3)c(=O)c3ccccc32)c(C)c1	14	8
CCCCCCc1cc2cc(C(=O)NC)c(=N)oc2cc1O	-37	37
COC(=O)c1cc(=O)n2c(sc3ccccc32)c1C#N	9	-5
COc1cc(C(=O)NCC(=O)OC(C)C(=O)Nc2ncc(Cl)cc2Cl)cc(OC)c1OC (stereo unspecified)	4	-4
CCOC(=O)c1c(C)[nH]c(C(=O)N/N=C\c2ccccc2Cl)c1C	-16	5
O=c1[nH]cnc2c1ncn2[C@@H]1O[C@H](CO)[C@@H](O)[C@H]1O	10	-16
Cc1nonc1OCC(C)(COc1nonc1C)NC(=O)c1ccc(Cl)cc1	-6	14
O=C(O)C1CCN(c2ccc(S(=O)(=O)N3CCOCC3)cc2[N+](=O)[O-])CC1	-8	2
CCN(CC)CCCNc1ncnc2ccccc12	-6	13

A section from further up, as a working copy:
SMILES	H9c2 TAG inh	H9c2 TAG inh DAPI viability
C=CCn1c(-c2csc(-c3ccc(OC)c(OC)c3)n2)n[nH]c1=S	6	-4
CN(C)C(=S)Nn1c(-c2ccccc2)nc2ccccc2c1=O	-12	-6
O=C(O)CCCCCCCCc1cn(CC2CCCCC2)nn1	10	-13
c1csc(-c2ncc3ccccn23)c1	-7	4
CC(C)(C)NC(=O)CSc1nnc(-c2ccccn2)n1Cc1ccccc1	1	-5
CC1=C(C(=O)OCc2ccccc2)C(c2cccc([N+](=O)[O-])c2)NC(=O)N1CCCCCC(=O)O (stereo unspecified)	16	3
O=C(c1ccco1)N1CCN=C1SCc1c(F)cccc1Cl	-19	11
O=C(NC1CCCCCC1)c1cccc(N2CCCC2=O)c1	7	1
C[C@H](CO)N1C[C@H](C)[C@H](CN(C)Cc2cccc(F)c2)Oc2ncc(Br)cc2C1=O	2	-5
O=C(OCc1nnc(-c2ccccc2)o1)C1CCN(S(=O)(=O)c2cccs2)CC1	-20	5
CN(C)CCO[C@@H](c1ccc(Cl)cc1)c1ccccn1	7	0
Oc1ccc(C=Nc2cccc3ncccc23)c(O)c1	-3	8
Nc1ncnc2c1ncn2[C@@H]1O[C@H](CNCc2ccc(OCC(=O)Nc3nccs3)cc2)[C@@H](O)[C@H]1O	-8	-1
COc1ccc2c3n(nc2c1)CCN=C3c1ccc(C)cc1	21	-5
O=[N+]([O-])c1ccc2c(c1)Nc1nc3ccccc3nc1N2	17	-10
Cc1cc2ccccc2c(=O)n1CC(=O)NCC(=O)N1CCCC1	-8	1
Cc1ccc(NC(=O)CCNS(=O)(=O)c2ccccc2F)cc1S(=O)(=O)N1CCOCC1	11	-1
COc1ccc(N(Cc2cc3cc(OC)ccc3[nH]c2=O)C(=O)c2cccnc2)cc1	20	-11
CCOC(=O)c1ccc(N2C(=O)c3n[nH]c(C)c3C2c2cccnc2)cc1 (stereo unspecified)	153	-63
O=C(O)CCc1ccc(-c2cccs2)n1NC(=O)c1cccs1	5	-13
CCC[C@@H](OS(N)(=O)=O)[C@@H](Cc1ccccc1)C(=O)OCC	-20	0
CCN(CCNC(=O)c1ccc2nc(-c3ccccc3NC(C)=O)c(=O)[nH]c2c1)c1ccccc1	-3	0
